Compound activity: PubChem BioAssay, National Center for Advancing Translational Sciences (NCATS)
SW480 rereplic: induces DNA re-replication in SW480 colon adenocarcinoma cells. 340,000 tested, 1.8% active. AID 624297. SW480 DNA re-replication, Hoechst DNA content imaging, 48 h. Potency, µM (top dose mostly 46.1 µM), for the others: top-dose re-replication activation, actives largely listed as activators; note: potency is the fitted concentration of half-maximal effect; % of control where 0% means no effect; nearly all actives have a fitted effect of over 55% in size
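250 cells/well; 23 nL cpd via pin tool; 48 hr, 37 C, 5% CO2; Hoechst 40 min; imager read of total nuclear intensity, ex 405/em 500-530 nm.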
KB-V1 cytotox: KB-V1 MDR subline cytotoxicity. KB-V1 MDR cells viability, CellTiter-Glo, 72 h. Potency, µM (highest dose often 46.1 µM), inactives show at the highest dose activity change, negative = cytotoxicity, actives largely listed as cytotoxic. 400,000 tested, 3.4% active. AID 1347076; note: potency is the fitted concentration of half-maximal effect; % is set by controls: 0 for no effect and ±100 for the full control effect; nearly all actives have a fitted effect of over 60% in size
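Potencies derive from concentration-effect curves fitted to normalized luminescence (CellTiter-Glo) of KB-V1 cells treated for 72 h at 37 degrees C in phenol-red-free DMEM containing 10% FBS.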
IL-1B inflam inh: inflammasome signaling inhibition, IL-1 beta readout. AID 743279. THP-1 LPS/ATP IL-1B secretion, AlphaLISA, 16 h; active compounds read low. 360,000 tested, 4.7% active. activity change, % at 57.5 µM; in the data active = activity change below about -50%; inconclusive = mostly about -30% to -49%; note: % is set by controls: 0 for no effect and ±100 for the full control effect
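Secreted IL-1B measured by AlphaLISA bead assay after 16 h compound exposure of THP-1 cells; compounds (final up to 57.5 uM) added 1 h before LPS (250 ng/mL) and ATP (1.25 mM) stimulation; lower signal means less secretion.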
D3 ag: agonists of human D3 dopamine receptor | P35462 | D3R DiscoveRx beta-arrestin cells, luminescence, 90 min | max activation, % | 410,000 tested, 0.58% active; in the data active = max activation above about 30%; note: 0% is about no effect; mostly tested at two doses, the higher about 12 µM
Target sequence (P35462 whole entry, looked up): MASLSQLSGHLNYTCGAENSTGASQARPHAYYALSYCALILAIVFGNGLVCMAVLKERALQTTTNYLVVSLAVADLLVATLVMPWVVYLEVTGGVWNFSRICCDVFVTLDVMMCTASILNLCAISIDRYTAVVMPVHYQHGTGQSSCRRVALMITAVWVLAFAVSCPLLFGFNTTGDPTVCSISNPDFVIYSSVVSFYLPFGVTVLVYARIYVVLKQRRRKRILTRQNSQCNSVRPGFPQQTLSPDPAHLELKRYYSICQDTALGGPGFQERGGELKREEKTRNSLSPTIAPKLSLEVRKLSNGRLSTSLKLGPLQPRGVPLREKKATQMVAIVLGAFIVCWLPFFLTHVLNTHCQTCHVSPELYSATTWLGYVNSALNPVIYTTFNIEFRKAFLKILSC
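Cells at 1500/well, incubated overnight, then treated with pinned compounds (dopamine as control) for 90 min at 37 degrees C. DiscoveRx reagent added for 30 - 60 minutes at room temperature; luminescence read.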
HT1080-NT tox: kills 2HG-producing HT-1080-NT fibrosarcoma cells. HT-1080-NT fibrosarcoma viability, CellTiter-Glo ATP luminescence, 48 h. Potency, µM (highest dose often 46.1 µM), for inactives: at the top dose activity, negative = less viability, hits mostly cytotoxic. 360,000 tested, 1.6% active. AID 686970;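 note: NT is the 2HG producing partner of a matched IDH1 knockdown line; potency is the fitted concentration of half-maximal effect; 0% = DMSO-treated cells and -100% = media-only wells without cells; nearly all actives have a fitted effect of over 55% in size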
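HT-1080-NT fibrosarcoma cells (2HG-overproducing), 750 cells/well in RPMI with 5% FBS, dosed after 2 h and incubated 48 h at 37C. CellTiter-Glo luminescence normalized to DMSO and no-cell wells; concentration-response curves fitted and classed.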
GLP1R cytotox: cytotoxicity in counter-screen for GLP-1R inverse agonists. HEK293 cAMP-luciferase reporter cells, luminescence, 24 h. Potency, µM (titrated, usually from 38.3 µM), for the others: at the top dose activity change, negative = inhibition, actives largely listed as inhibitors. 410,000 tested, 0.13% active. AID 624418;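 note: loss of luciferase light is scored as toxicity; potency is the fitted concentration of half-maximal effect; % is set by controls: 0 for no effect and ±100 for the full control effect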
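Seeding density was 200 cells/uL; after overnight-length (12 h) culture, 23 nL compounds went on for 24 h at 37 °C. Readout used a luciferase detection reagent, luminescence taken after 12 min at room temperature.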
HT1080 IDH1KD tx: toxicity to HT-1080 IDH1 knockdown cells (counter line). HT-1080 IDH1 knockdown viability, ATP luminescence, 48 h. Potency, µM (top dose mostly 46.1 µM), for inactives: at the top dose activity, negative = toxicity, hits mostly cytotoxic. 360,000 tested, 2% active. AID 686971;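 note: potency is the fitted concentration of half-maximal effect; 0% = DMSO wells and -100% = cell-free medium wells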
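Luminescent ATP read-out (CellTiter-Glo, 10 min at room temperature) after 48 h compound exposure at 37 °C gave viability of IDH1-knockdown HT-1080 cells. Activity was normalised to DMSO and cell-free wells, then fitted as concentration-response curves.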
MCF10A rereplic: induces DNA re-replication in MCF 10a normal breast cells; MCF 10A DNA re-replication, Hoechst nuclear intensity, 48 h; Potency, µM (highest dose often 46.1 µM), inactives show at the top dose activity, positive = re-replication, usual class: activators; 350,000 tested, 2.9% active; note: potency is the fitted concentration of half-maximal effect; % of control where 0% means no effect; nearly all actives have a fitted effect of over 50% in size
KB-3-1 tox: KB-3-1 parental cell cytotoxicity; KB-3-1 viability, CellTiter-Glo ATP luminescence, 72 h; Potency, µM (highest dose often 46.1 µM), without a hit: top-dose activity change, negative = cytotoxic, hits mostly cytotoxic; 400,000 tested, 1.4% active; AID 1347075; note: potency is the fitted concentration of half-maximal effect; % is set by controls: 0 for no effect and ±100 for the full control effect; nearly all actives have a fitted effect of over 60% in size
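72 h, 37 °C compound treatment of KB-3-1 parental cells; CellTiter-Glo added, 10 min, luminescence read. Data corrected against DMSO-only plates and normalized before curve fitting.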
* = called active by the depositor; i = inactive; ? = inconclusive; / = not tested or not shown; & = joins results of further samples; [ ] = remark or other dose. Unless noted, calls come from the whole dose curve; as a rule, active = well fitted curve in the direction sought with a large enough effect; inconclusive = small, poorly fitted or top-dose-only effect, or another doubt; inactive = no such curve, though single readings can be large; an effect the other way counts as inactive or inconclusive.

SMILES	SW480 rereplic	KB-V1 cytotox	IL-1B inflam inh	D3 ag	HT1080-NT tox	GLP1R cytotox	HT1080 IDH1KD tx	MCF10A rereplic	KB-3-1 tox
COc1ccc(-c2cc(C(F)(F)F)nc(S(=O)(=O)CCC(=O)N3CCOCC3)n2)cc1	?	?	-118*	-24	3%	-22%	3%	8.2µM*	?
CCC(=O)NC(NC(=O)CC)C(Cl)Cl	-2%	-12%	13	0	-4%	14%	-4%	3%	-1%
Cc1ccc(S(=O)(=O)N2CCC(C(=O)N[C@@H](C)C(=O)NC3CCCCC3)CC2)cc1	-3%	-1%	13	-6	15%	4%	14%	4%	?
CN(CC(=O)Nc1ccc(Cl)cc1)C1CCCCC1	-4%	-2%	5	-6	-4%	4%	-7%	-3%	-3%
O=C(Oc1ccc([N+](=O)[O-])cc1)C1CC(=O)N(c2ccc3c(c2)OCCO3)C1 (configuration not stated)	-1%	/	6	-3	0%	?	0%	1%	/
CCN1CCCC1CNS(=O)(=O)c1ccc(F)c(Cl)c1 (configuration not stated)	-7%	23%	-2	1	6%	17%	11%	-1%	3%
CC1=C(C(=O)Nc2cc(C(=O)NCc3ccccc3)ccc2C)SCCO1	/	21µM*	?	-7	?	1%	?	/	-6%
Nc1cccc2c1C(=O)N(C(=O)c1ccc(S(=O)(=O)N3CCCCCC3)cc1)C2=O	1%	10%	14	-3	0%	/	4%	-6%	13%
Cc1ccc(CN(C(=O)COc2ccc(C(C)C)cc2)C2CCS(=O)(=O)C2)o1 (configuration not stated)	/	-22%	/	-16	/	-10%	/	/	0%
COc1ccc(CCN2C(=O)c3[nH]nc(-c4ccccc4O)c3C2c2ccccc2)cc1OC (configuration not stated)	?	23µM*	?	4	?	-21%	33µM*	?	16µM*
Cc1cc(C)c2c(CC(=O)NNC(=O)c3ccccc3)coc2c1	1%	28%	-22	1	0%	2%	0%	-2%	29%
CC(=O)Nc1ccc(NC(=O)COC(=O)Cc2cccs2)cc1	6%	2%	38	-5	-3%	12%	1%	-4%	-6%
COCCCNC(=O)c1ccc([N+](=O)[O-])cc1	-2%	?	53	23	6%	-8%	4%	-7%	3%
O=C1C=C(Nc2cccc(O)c2)CC(c2ccco2)C1 (configuration not stated)	-4%	-14%	17	-4	18%	-8%	1%	14%	2%
CC(C)N1CCC(=O)NC1=O	-9%	-1%	-7	5	13%	-3%	2%	-11%	2%
Cc1ccc2c(c1)NC(=O)[C@@]1(C)[C@@H](c3ccccc3)[C@H]3COc4ccc(Cl)cc4[C@@H]3N1C2=O	?	?	0	-8	?	-19%	?	?	-15%
CCc1nnc(NS(=O)(=O)c2ccc(NC(=S)Nc3ccc(F)cc3)cc2)s1	-1%	6%	1	-11	1%	3%	0%	20%	11%
O=C1N(Cc2ccc(F)cc2Cl)c2ccccc2C12OCCCO2	5%	18µM*	4	-1	-4%	66%[activator]	-2%	24%	?
CCOC(=O)[C@]12CCC=C1N(Cc1ccco1)C(=O)[C@H](CC(=O)NCC13CC4CC(CC(C4)C1)C3)C2	/	-12%	-12	-1	?	3%	?	/	5%
O=S(=O)(NCCNc1nccc(C(F)(F)F)n1)c1ccccc1	-1%	-11%	15	4	-16%	-2%	-12%	1%	-8%
Cc1noc(C)c1NC(=O)N(C)C[C@H]1Oc2ccc(NC(=O)Nc3ccccc3)cc2C(=O)N([C@H](C)CO)C[C@@H]1C	-5%	0%	43	6	2%	-1%	4%	1%	0%
N=C1C(c2nc3ccccc3s2)=C(O)CN1NC(=O)c1ccc([N+](=O)[O-])cc1	?	18µM*	-91*	-3	?	?	21µM*	3.7µM*	?
O=C(Nc1ncn[nH]1)c1cccc(F)c1	-12%	0%	1	4	2%	?	18%	12%	21%
CCOC(=O)C1=CC[C@]2(C)c3c(c4ccccc4n3C)C(=O)C1N2C	-4%	-5%	26	-5	3%	9%	4%	-11%	2%
O=C(Nc1cccc(F)c1)C1CCCN(C(=O)c2ccc(Cl)cc2)C1 (configuration not stated)	0%	?	-8	2	-6%[9.24 µM]	0%	0%	-5%	?

In the list so far, 2 contain a CF3 group.
SMILES	SW480 rereplic	KB-V1 cytotox	IL-1B inflam inh	D3 ag	HT1080-NT tox	GLP1R cytotox	HT1080 IDH1KD tx	MCF10A rereplic	KB-3-1 tox
COc1ccc(-c2cc(C(F)(F)F)nc(S(=O)(=O)CCC(=O)N3CCOCC3)n2)cc1	?	?	-118*	-24	3%	-22%	3%	8.2µM*	?
O=S(=O)(NCCNc1nccc(C(F)(F)F)n1)c1ccccc1	-1%	-11%	15	4	-16%	-2%	-12%	1%	-8%

(list continues)
SMILES	SW480 rereplic	KB-V1 cytotox	IL-1B inflam inh	D3 ag	HT1080-NT tox	GLP1R cytotox	HT1080 IDH1KD tx	MCF10A rereplic	KB-3-1 tox
COC(=O)c1c(C)oc2cc(Br)c(OCC(=O)C(C)(C)C)cc12	-3%	5%	32	2	-4%	-1%	-6%	7%	10%
Cc1csc(NC(=O)CSc2nc(=O)n(CCN(C)C)c3c2CCCC3)n1	-2%	6%	-21	13	2%	0%	3%	-2%	3%
Cc1ccc(N2CN(Cc3ccco3)CNC2=S)c(C)c1	5%	45%	16	3	9%	-23%	15%	4%	6%
CCOCCc1nn2c(=O)cc(COC(=O)c3ccc(NC(=O)c4cccs4)cc3)nc2s1	/	0%	/	-15	/	1%	/	/	4%
CS(=O)(=O)c1sc2nc(-c3cccs3)cc(-c3ccccc3)c2c1N	?	0%	-72*	-3	-1%	78%[activator]	-12%	18µM*	-4%
COc1cccc(-n2c(Cn3nc(C(F)(F)F)cc3C)n[nH]c2=S)c1	0%	?	24	12	6%	-15%	33%	0%	-9%
Cc1ccc(-c2nc(CS(=O)(=O)CC(=O)NCc3ccccc3Cl)c(C)o2)cc1	/	-9%	/	0	/	-9%	/	/	17%
CCCc1nnc(NC(=O)CCC(=O)Nc2ccc(Cl)cc2)s1	-3%	30%	35	-4	7%	-3%	0%	1%	-1%
O=C(NCCCCc1ccccc1)c1cccc(NC(=O)c2ccccc2)c1	-11%	0%	-4	4	-7%	-17%	-9%	?	0%
O=C(NCc1ccccn1)c1ccc(NS(=O)(=O)c2ccccc2)cc1	-2%	-4%	i	-2	-7%	5%	6%	-16%	11%
COc1ccc(OCc2ccc(-c3nc(C#N)c(N4CCN(C)CC4)o3)o2)cc1	/	5%	/	-9	/	2%	/	/	2%
COc1ccc(OC)c(NC(=O)C2CC(C)=C(C)CC2C(=O)O)c1 (configuration not stated)	0%	0%	5	-1	4%	-9%	15%	11%	3%
CCOC(=O)C1CCCN(S(=O)(=O)c2ccc3c(c2)N(C)C(=O)CC(=O)N3C)C1 (configuration not stated)	3%	?	-1	0&-7	8%	0%&4%	-5%	1%	2%&2%
CCOc1cc(/C=C2\NC(=S)N(C)C2=O)ccc1OCc1ccc(C(=O)O)cc1	-1%	27%	5	3	-1%	-12%	-7%	11%	0%
COc1cccc2nc3cc(C)c(C)cc3nc12	5%	?	-4	2	18µM*	2%	8.2µM*	-7%	-1%
CC(C)Cn1c(N)c(C(=O)COC(=O)c2ccc(F)cc2)c(=O)n(C)c1=O	-1%	?	-16	3	?	-9%	-12%	-1%	-5%
CCN1CCC(=NNC(=O)c2ccco2)CC1	-10%	15%	8	2	24%	-2%	25%	-2%[9.22 µM]	18%
O=C(CSc1nnnn1-c1ccc(C(=O)O)cc1)NC1CC1	5%	24%	-3	5	19%	5%	16%	7%	-3%
c1ccc(C[n+]2cccc3c4ccccc4ccc32)cc1	8%	6%	-60*	-5	?	-13%	?	?	?
O=C(CN1C(=O)NC(c2ccccc2)(c2ccccc2)C1=O)NCc1ccco1	-7%	8%	-13	1	6%	-9%	16%	-1%	-12%
O=C(COC(=O)Cc1ccc(Cl)c(Cl)c1)Nc1ccc2[nH]c(=O)[nH]c2c1	2%	-2%	12	6	3%	13%	0%	0%	19%
O=C(COc1ccc(F)cc1)OCc1cc(=O)n2nc(-c3cccs3)sc2n1	/	0%	/	-6	/	2%	/	/	0%
COc1cccc(Cn2c(NCc3cccnc3)nc3c2c(=O)n(C)c(=O)n3C)c1	-2%	-9%	24	7	4.6µM*	-4%	5.2µM*	2%	3.7µM*
COc1ccc(OC)c(CNC(=O)C2CCN(S(=O)(=O)N3CCCC3)CC2)c1	?	8%	4	1	4%	-14%	0%	-1%	0%
CCOc1ccc2nc(N(CCCN(C)C)C(=O)c3ccc(S(=O)(=O)N4CCc5ccccc5C4)cc3)sc2c1	?	?	-14	1	?	-22%	?	?	-18%

(further entries)
SMILES	SW480 rereplic	KB-V1 cytotox	IL-1B inflam inh	D3 ag	HT1080-NT tox	GLP1R cytotox	HT1080 IDH1KD tx	MCF10A rereplic	KB-3-1 tox
CCSc1nc(-c2ccccc2)c(-c2ccccc2)n1CC(O)CO (configuration not stated)	9%	-12%	4	0	-3%	-19%	-4%	-6%	1%
Cc1ccc(S(=O)(=O)N(Cc2ccc(Cl)cc2)c2ccccc2C(=O)O)cc1	0%	12%	0	4	1%	-1%	1%	0%	-4%
Nc1cccc2c1C(=O)N(Cc1cccc(Cl)c1)C2=O	?	-23%	-12	1	-19%	/	-15%	16µM*	4%
COc1ccc(-n2c(SCC(=O)Nc3nccs3)nnc2-c2ccccc2)cc1	?	?	8	1	?	-20%	?	0%	?
CCc1cc(=O)oc2c3c(cc(OCC(=O)NCCC(=O)O)c12)OC(C)(C)CC3	-8%	30%	11	2	1%	3%	-3%	10%	13%
CCS(=O)(=O)c1nc2ccccc2n1Cc1ccccn1	-6%	15%	14	2	-15%	-3%	-15%	-5%	-4%
CN(c1nc(-c2ccccc2)cs1)C1CCS(=O)(=O)C1 (configuration not stated)	21%	?	-2	2	4%	-1%	3%	?	3%
